Screening results as filed in PubChem BioAssay.
BoNT A protease = blocks Botulinum neurotoxin A light chain protease; multiplex microsphere protease substrate cleavage, flow cytometry; inhibition, % at 10 µM; 360,000 tested, 0.17% active; in the data active = inhibition above about 30%; inconclusive = no clear call, values can overlap the other calls; also: plate controls were buffer without enzyme for full effect and enzyme alone for no effect
GDH-TPI inh = counter-screen for M. tuberculosis FBA inhibitors: GDH-TPI coupled enzymes; GDH-TPI coupled enzyme counterscreen, NADH absorbance; 360,000 tested, 1.2% active; AID 588335; inhibition, % at 4.8 µM;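 also: 0% = DMSO wells and 100% = wells lacking the enzyme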
CCHFV vOTU inh = blocks the CCHF virus ovarian tumor domain protease; CCHFV vOTU protease, Pep-AMC fluorescence; inhibition, % at 11.5 µM; 370,000 tested, 0.55% active; also: 0% = vehicle wells with enzyme and 100% = no enzyme wells
FBA Mtb inh = Mtb fructose-bisphosphate aldolase inhibition; P9WQA3; purified M. tuberculosis FBA, fluorescence read-out; inhibition, % at 1 µM; 360,000 tested, 2.3% active; AID 588726; in the data active = inhibition above about 27%;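 also: 0% = vehicle and 100% = reference inhibitor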
Target sequence (P9WQA3 whole entry, looked up): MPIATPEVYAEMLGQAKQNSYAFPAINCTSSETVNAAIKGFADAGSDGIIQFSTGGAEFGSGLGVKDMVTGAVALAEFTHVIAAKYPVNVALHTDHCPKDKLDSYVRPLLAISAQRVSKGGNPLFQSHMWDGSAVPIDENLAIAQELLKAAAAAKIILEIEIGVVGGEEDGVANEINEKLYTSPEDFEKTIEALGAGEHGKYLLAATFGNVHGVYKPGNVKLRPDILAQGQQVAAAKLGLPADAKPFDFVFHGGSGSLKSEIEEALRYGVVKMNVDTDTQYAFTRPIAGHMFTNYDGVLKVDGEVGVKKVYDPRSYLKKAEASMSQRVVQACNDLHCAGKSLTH
Mtb BioA inh = inhibitors of Mycobacterium tuberculosis BioA enzyme; inhibition, % at 9.99 µM; purified M. tuberculosis BioA enzyme, plate reader; 360,000 tested, 0.096% active; AID 602481; in the data active = inhibition above about 40%; inconclusive = no clear call, values can overlap the other calls
FadD28 FP inh = M. tuberculosis FadD28 bisubstrate binding inhibition; FadD28 bisubstrate probe binding, fluorescence polarization; inhibition, % at 12.5 µM; 360,000 tested, 0.22% active; AID 588549; in the data active = inhibition above about 8.5%, passing the limit was not always enough; inconclusive = no clear call, values can overlap the other calls
UGM FP inh = blocks M. tuberculosis UGM enzyme; P9WIQ1; purified UGM, fluorescence polarization probe displacement; inhibition, % at 10 µM; 320,000 tested, 0.06% active; AID 504406; in the data active = inhibition above about 10%, passing the limit was not always enough; inconclusive = no clear call, values can overlap the other calls
Target sequence (P9WIQ1 whole entry, looked up): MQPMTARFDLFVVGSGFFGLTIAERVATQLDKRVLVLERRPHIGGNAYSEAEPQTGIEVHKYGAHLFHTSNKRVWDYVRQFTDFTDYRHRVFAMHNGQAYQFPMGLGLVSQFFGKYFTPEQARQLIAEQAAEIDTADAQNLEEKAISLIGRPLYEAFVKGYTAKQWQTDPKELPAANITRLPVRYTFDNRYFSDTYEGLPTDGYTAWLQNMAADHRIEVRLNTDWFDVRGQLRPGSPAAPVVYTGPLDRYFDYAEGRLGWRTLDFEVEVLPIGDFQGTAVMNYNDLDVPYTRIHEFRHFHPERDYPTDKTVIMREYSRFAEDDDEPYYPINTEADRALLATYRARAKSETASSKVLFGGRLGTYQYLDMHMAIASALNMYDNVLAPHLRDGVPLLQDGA
BoNT-F LC inh = inhibitors of Botulinum neurotoxin F light chain protease. inhibition, % at 10 µM. Multiplex microsphere protease cleavage assay, flow cytometry. 360,000 tested, 0.22% active; in the data active = inhibition above about 35%, passing the limit was not always enough; inconclusive = no clear call, values can overlap the other calls; also: plate controls were buffer without enzyme for full effect and enzyme alone for no effect
PrPC surface inh = inhibitors of human cell surface prion protein PrPC; 370,000 tested, 0.43% active; P04156; inhibition, % at 13.8 µM; TR-FRET read-out; in the data active = inhibition above about 24%; also: 0% = median of the test wells and 100% = reference compound wells
* hit, by the source's call. Rule as the data show it, unless noted: active = inhibition above about 30%; inactive = the rest.

O=C(O)C1CC=CCC1C(=O)Nc1ccccc1C(=O)N1CCN(c2ccccc2)CC1 (configuration not stated) was read as BoNT A protease -0.4, GDH-TPI inh 7, CCHFV vOTU inh 13, FBA Mtb inh 2, Mtb BioA inh 1.2, FadD28 FP inh -0.9, UGM FP inh -1.7, BoNT-F LC inh 11 and PrPC surface inh -4.
Screening Cc1[nH]c2ccc(F)cc2c1CCN1C(=O)OC(C)(C)C1(C)O (configuration not stated) returned BoNT A protease -11, GDH-TPI inh 6, CCHFV vOTU inh 7, FBA Mtb inh -2, Mtb BioA inh 8.2, FadD28 FP inh -3.9, UGM FP inh -4.4, BoNT-F LC inh -82 and PrPC surface inh -1.
Screening O=C(c1ccc(NS(=O)(=O)c2cccs2)cc1)N1CCN(c2ccccc2Cl)CC1 returned BoNT A protease -0.9, GDH-TPI inh -5, CCHFV vOTU inh 14, FBA Mtb inh 1, Mtb BioA inh 0.2, FadD28 FP inh 0.0, UGM FP inh -1.8, BoNT-F LC inh 4 and PrPC surface inh 8.
For COc1ccc(C2=NN(C(=O)CSc3nc4ccccc4s3)C(c3ccc(OC)cc3)C2)cc1 (configuration not stated) the results were BoNT A protease -0.3, GDH-TPI inh 18, CCHFV vOTU inh 10, FBA Mtb inh 1, FadD28 FP inh -1.9, UGM FP inh 0.9, BoNT-F LC inh -3 and PrPC surface inh 6.
Cc1ccc(OCc2nnn(CC(=O)NS(=O)(=O)c3c(C)noc3C)c2-c2ccccc2)cc1 was read as BoNT A protease -0.3, GDH-TPI inh 11, CCHFV vOTU inh 15, FBA Mtb inh -3, Mtb BioA inh 0.4, FadD28 FP inh -4.2, BoNT-F LC inh -8 and PrPC surface inh 0.
`O=C(CSc1nnc2ncccn12)Nc1cccc2ccccc12` gave BoNT A protease -0.6, GDH-TPI inh 3, CCHFV vOTU inh -11, FBA Mtb inh 6, Mtb BioA inh 4.4, FadD28 FP inh -1.9, UGM FP inh -1.8, BoNT-F LC inh 10 and PrPC surface inh 8.
CC(C)(C)NC(=O)CN(Cc1cccs1)C(=O)CCC(=O)Nc1nccs1 was read as BoNT A protease -0.7, GDH-TPI inh 5, CCHFV vOTU inh -6, FBA Mtb inh 4, Mtb BioA inh 0.2, FadD28 FP inh 1.3, UGM FP inh -0.5, BoNT-F LC inh -7 and PrPC surface inh -3.
CC(NC(=O)CSc1ncnc2nc[nH]c12)c1ccccc1 (configuration not stated) was read as BoNT A protease 1.2, GDH-TPI inh 3, CCHFV vOTU inh 7, FBA Mtb inh 0, Mtb BioA inh -2.0, FadD28 FP inh -1.8, UGM FP inh 1.5, BoNT-F LC inh 4 and PrPC surface inh -2.
Screening Cc1cccc(C(=O)NCC(=O)NCC(c2cccs2)N2CCOCC2)c1 (configuration not stated) returned BoNT A protease 2.1, GDH-TPI inh -5, CCHFV vOTU inh -3, FBA Mtb inh 0, FadD28 FP inh -0.7, UGM FP inh 1.7, BoNT-F LC inh -2 and PrPC surface inh -4.
For O=C(ONC(=O)C1C2C=CC(C2)C1C(=O)NOC(=O)c1ccccc1)c1ccccc1 (configuration not stated) the results were BoNT A protease -0.4, GDH-TPI inh -5, CCHFV vOTU inh -11, FBA Mtb inh 3, Mtb BioA inh -0.7, FadD28 FP inh -1.3, BoNT-F LC inh -2 and PrPC surface inh 4.
For CCCNC(=O)C1(CC2CC(c3ccccc3)=NO2)CCNCC1 (configuration not stated) the results were BoNT A protease 0.1, GDH-TPI inh -9, CCHFV vOTU inh 4, FBA Mtb inh 0, Mtb BioA inh 1.3, FadD28 FP inh 0.4, UGM FP inh 2.9, BoNT-F LC inh -5 and PrPC surface inh -3.
`O=C(NCc1ccc(Cl)cc1)C1CCCN1C(=O)Nc1ccc(F)cc1` (configuration not stated) gave BoNT A protease -5.6, GDH-TPI inh 8, CCHFV vOTU inh 3, FBA Mtb inh 0, Mtb BioA inh -1.6, FadD28 FP inh -2.4, UGM FP inh 2.4, BoNT-F LC inh inconclusive and PrPC surface inh -1.
For C=CCNC(=O)C1CCC(CNc2nc(=S)[nH]c3ccccc23)CC1 (configuration not stated) the results were BoNT A protease 1.1, GDH-TPI inh 7, CCHFV vOTU inh 7, FBA Mtb inh 7, FadD28 FP inh -1.4, UGM FP inh 1.6, BoNT-F LC inh -3 and PrPC surface inh -1.
Screening CC(C)CC(=O)Nc1ccc2nn(-c3ccccc3)nc2c1 returned BoNT A protease 0.4, GDH-TPI inh 18, CCHFV vOTU inh -39, FBA Mtb inh 72*, FadD28 FP inh -1.8, UGM FP inh -1.2, BoNT-F LC inh -8 and PrPC surface inh -4.
For Cc1nn(CC(=O)Nc2cccc(C(F)(F)F)c2)c(=O)c2cccn12 the results were BoNT A protease 0.0, GDH-TPI inh 0, CCHFV vOTU inh -5, FBA Mtb inh 2, Mtb BioA inh 0.0, FadD28 FP inh -2.5, UGM FP inh 0.5, BoNT-F LC inh -2 and PrPC surface inh -6.
For FC(F)(F)c1cccc(/C=N/NC(=S)NC2CCCCC2)c1 the results were BoNT A protease -0.3, GDH-TPI inh 20, CCHFV vOTU inh -9, FBA Mtb inh -3, Mtb BioA inh -1.5, FadD28 FP inh -3.5, UGM FP inh 3.6, BoNT-F LC inh -2 and PrPC surface inh -1.
Screening COc1ccc(CC(=O)NCC2(c3ccc(OC)c(OC)c3)CCCC2)cc1 returned BoNT A protease -0.4, GDH-TPI inh 2, CCHFV vOTU inh 1, FBA Mtb inh 0, Mtb BioA inh 0.9, FadD28 FP inh -3.9, UGM FP inh -0.2, BoNT-F LC inh -6 and PrPC surface inh 11.
Screening Cc1ccc(N(CC(=O)N/N=C/c2cccnc2)S(=O)(=O)c2ccccc2)cc1 returned BoNT A protease -0.2, GDH-TPI inh 1, CCHFV vOTU inh 17, FBA Mtb inh 1, FadD28 FP inh -1.4, UGM FP inh -1.3, BoNT-F LC inh -4 and PrPC surface inh 5.
Screening CCN(CC)C(=O)Cn1cc(S(=O)(=O)CC(=O)Nc2ccc3c(c2)OCCO3)c2ccccc21 returned BoNT A protease -0.6, GDH-TPI inh -8, CCHFV vOTU inh 1, FBA Mtb inh -1, FadD28 FP inh -4.9, UGM FP inh -1.2, BoNT-F LC inh -5 and PrPC surface inh -3.
COc1ccccc1NC(=O)C(=O)NCC(c1ccco1)N1CCc2ccccc21 (configuration not stated) was read as BoNT A protease -3.0, GDH-TPI inh 4, CCHFV vOTU inh -10, FBA Mtb inh 2, Mtb BioA inh -0.8, FadD28 FP inh 0.0, UGM FP inh 0.5, BoNT-F LC inh -6 and PrPC surface inh 3.
`Oc1ccccc1CNCc1ccccc1` gave BoNT A protease 0.1, GDH-TPI inh -7, CCHFV vOTU inh 4, FBA Mtb inh -3, FadD28 FP inh -0.2, UGM FP inh -7.4, BoNT-F LC inh -4 and PrPC surface inh 0.
COC(=O)[C@H]1[C@H](c2ccccc2)[C@H](C(=O)OC)O[C@H]1c1ccccc1 was read as BoNT A protease 2.1, GDH-TPI inh -5, CCHFV vOTU inh -9, FBA Mtb inh -1, Mtb BioA inh -0.7, FadD28 FP inh -1.4, UGM FP inh 2.5, BoNT-F LC inh inconclusive and PrPC surface inh 12.
Screening COCC(C)NC(=O)Cc1ccc(Cl)cc1 (configuration not stated) returned BoNT A protease -0.1, GDH-TPI inh 3, CCHFV vOTU inh -4, FBA Mtb inh -2, FadD28 FP inh -3.7, UGM FP inh 2.3, BoNT-F LC inh -1 and PrPC surface inh -2.
Screening COc1ccc(C2CC(c3ccccc3)=NN2S(=O)(=O)c2ccc(C)cc2)c(OC)c1 (configuration not stated) returned BoNT A protease 0.8, GDH-TPI inh 18, CCHFV vOTU inh 7, FBA Mtb inh -1, FadD28 FP inh -6.3, UGM FP inh 2.6, BoNT-F LC inh 30 and PrPC surface inh 8.
`C=CCn1c(SCC(=O)c2cccs2)nc2sc(C)cc2c1=O` gave BoNT A protease -1.0, GDH-TPI inh 4, CCHFV vOTU inh 14, FBA Mtb inh -7, Mtb BioA inh 2.4, FadD28 FP inh -4.8, UGM FP inh -2.0, BoNT-F LC inh -5 and PrPC surface inh -3.
Screening O=C(NNc1ccccn1)C(=O)NNS(=O)(=O)c1ccc(F)cc1 returned BoNT A protease -0.4, GDH-TPI inh 9, CCHFV vOTU inh 0, FBA Mtb inh 3, FadD28 FP inh -1.0, UGM FP inh -0.5, BoNT-F LC inh -7 and PrPC surface inh 8.
Screening C=CCn1c(SCC(=O)NCc2ccco2)nc2sc3c(c2c1=O)CCC3 returned BoNT A protease -0.9, GDH-TPI inh 16, CCHFV vOTU inh 8, FBA Mtb inh -1, Mtb BioA inh 0.6, FadD28 FP inh -2.0, UGM FP inh 4.7, BoNT-F LC inh -35 and PrPC surface inh -2.
Screening COC(=O)CN1CCN(C(c2ccccc2)c2ccccc2)CC1 returned BoNT A protease -1.5, GDH-TPI inh 5, CCHFV vOTU inh 14, FBA Mtb inh 2, Mtb BioA inh -0.3, FadD28 FP inh 0.0, UGM FP inh -3.1, BoNT-F LC inh 0 and PrPC surface inh -1.
For O=C(Nc1ccc(S(=O)(=O)Nc2nccs2)cc1)c1ccc(S(=O)(=O)N2CCOCC2)cc1 the results were BoNT A protease -0.6, GDH-TPI inh 15, CCHFV vOTU inh 3, FBA Mtb inh 0, Mtb BioA inh 0.2, FadD28 FP inh -2.5, UGM FP inh -0.9, BoNT-F LC inh -2 and PrPC surface inh 0.
Screening CS(=O)(=O)c1ccc(C2=C(CNC(=O)c3cccnc3)[C@H]3CC[C@@H](C2)N3Cc2ccccc2)cc1 returned BoNT A protease -0.1, GDH-TPI inh -12, CCHFV vOTU inh 8, FBA Mtb inh -1, Mtb BioA inh -4.1, FadD28 FP inh -2.4, BoNT-F LC inh 6 and PrPC surface inh 0.
Screening Cc1nnc(NC(=O)CSc2nnc(-c3ccccc3)n2C)s1 returned BoNT A protease 0.8, GDH-TPI inh 0, CCHFV vOTU inh 4, FBA Mtb inh 2, FadD28 FP inh -0.1, UGM FP inh 1.4, BoNT-F LC inh -4 and PrPC surface inh 7.
For CN1CCN(C(=O)CN(C)S(=O)(=O)c2ccc(F)cc2)CC1 the results were BoNT A protease -1.0, GDH-TPI inh 21, CCHFV vOTU inh 8, FBA Mtb inh 1, Mtb BioA inh 0.0, FadD28 FP inh 0.4, UGM FP inh -0.9, BoNT-F LC inh 4 and PrPC surface inh -1.
`Cc1nc(C)c(C(=O)NNC(=O)Nc2ccc(Cl)cc2)s1` gave BoNT A protease 1.6, GDH-TPI inh -4, CCHFV vOTU inh -4, FBA Mtb inh -2, Mtb BioA inh 1.0, FadD28 FP inh -2.7, UGM FP inh 4.0, BoNT-F LC inh inconclusive and PrPC surface inh 5.
`O=C(NCCCn1ccnc1)C1CC(c2ccccc2Cl)=NO1` (configuration not stated) gave BoNT A protease 2.0, GDH-TPI inh -8, CCHFV vOTU inh 1, FBA Mtb inh -1, Mtb BioA inh -0.5, FadD28 FP inh -3.6, UGM FP inh 1.3, BoNT-F LC inh 4 and PrPC surface inh 5.
`Cc1cc(S(=O)(=O)Nc2ccc(C(=O)NC3CC3)cc2)ccc1F` gave BoNT A protease 0.2, GDH-TPI inh 0, CCHFV vOTU inh 7, FBA Mtb inh -6, Mtb BioA inh -1.2, FadD28 FP inh -2.7, BoNT-F LC inh -3 and PrPC surface inh 2.
Cc1cccc(-c2noc(CCC(=O)NCCc3ccccc3)n2)c1 was read as BoNT A protease 0.3, GDH-TPI inh 5, CCHFV vOTU inh 5, FBA Mtb inh 4, Mtb BioA inh -1.2, FadD28 FP inh -3.6, UGM FP inh 0.2, BoNT-F LC inh inconclusive and PrPC surface inh -3.

3 entries from above, arranged by heavy-atom count, descending.
For O=C(Nc1ccc(S(=O)(=O)Nc2nccs2)cc1)c1ccc(S(=O)(=O)N2CCOCC2)cc1 the results were BoNT A protease -0.6, GDH-TPI inh 15, CCHFV vOTU inh 3, FBA Mtb inh 0, Mtb BioA inh 0.2, FadD28 FP inh -2.5, UGM FP inh -0.9, BoNT-F LC inh -2 and PrPC surface inh 0.
`Cc1cc(S(=O)(=O)Nc2ccc(C(=O)NC3CC3)cc2)ccc1F` gave BoNT A protease 0.2, GDH-TPI inh 0, CCHFV vOTU inh 7, FBA Mtb inh -6, Mtb BioA inh -1.2, FadD28 FP inh -2.7, BoNT-F LC inh -3 and PrPC surface inh 2.
Screening Cc1nnc(NC(=O)CSc2nnc(-c3ccccc3)n2C)s1 returned BoNT A protease 0.8, GDH-TPI inh 0, CCHFV vOTU inh 4, FBA Mtb inh 2, FadD28 FP inh -0.1, UGM FP inh 1.4, BoNT-F LC inh -4 and PrPC surface inh 7.
